PLK1 inh: PLK1 (human) kinase inhibition; 97,000 tested, 0.53% active; P53350; inhibition, % at 10 µM; recombinant PLK1 kinase, TR-FRET peptide phosphorylation; AID 619;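 active = inhibition of 50% or more in the single-concentration screen; inactive = inhibition below 50%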;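 note: 0% = DMSO max control and 100% = H-89 dihydrochloride min control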
Target sequence (P53350 whole entry, looked up): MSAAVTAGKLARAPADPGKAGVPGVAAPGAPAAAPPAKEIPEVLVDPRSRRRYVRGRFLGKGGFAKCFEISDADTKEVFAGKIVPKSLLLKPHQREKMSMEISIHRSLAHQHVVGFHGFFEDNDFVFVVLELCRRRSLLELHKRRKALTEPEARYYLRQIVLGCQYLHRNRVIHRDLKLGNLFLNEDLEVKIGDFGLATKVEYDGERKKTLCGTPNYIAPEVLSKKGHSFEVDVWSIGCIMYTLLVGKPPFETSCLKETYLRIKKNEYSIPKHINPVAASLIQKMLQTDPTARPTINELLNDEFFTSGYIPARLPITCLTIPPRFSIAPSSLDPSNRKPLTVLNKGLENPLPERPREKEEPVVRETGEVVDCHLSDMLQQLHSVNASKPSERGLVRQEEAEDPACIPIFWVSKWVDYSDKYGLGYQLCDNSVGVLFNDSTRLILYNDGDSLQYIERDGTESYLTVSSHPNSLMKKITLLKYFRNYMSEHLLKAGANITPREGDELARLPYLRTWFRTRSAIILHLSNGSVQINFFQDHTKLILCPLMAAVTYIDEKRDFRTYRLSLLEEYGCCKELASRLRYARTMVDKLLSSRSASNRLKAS
HUVEC tox TNFa: toxic to HUVEC cells under TNF alpha stimulation; HUVEC TNFalpha-stimulated, Hoechst cell count, imaging; AID 848; 93,000 tested, 0.17% active; cell count reduction, % at 2 µM;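 active = cell count reduction exceeding the screen mean by over 5 SD, scaled to untreated wells per plate, cut at about 78% in these data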;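 note: cells counted after 24 h of TNF alpha exposure following the 1 h pretreatment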
IL1B cytotox: HUVEC cytotoxicity counter-screen, IL-1B stimulated. 94,000 tested, 0.41% active. HUVEC cell count loss, Hoechst imaging. AID 845. cell count reduction, % at 2 µM;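 active = cell count reduction more than 3 SD above the screen-wide mean, cut at about 70% in these data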;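 note: normalized per plate to untreated control cells as the no-loss baseline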
Ecoli WT expand: growth inhibitors of E. coli BW25113 wild type; OD600 absorbance; growth inhibition, % at 100 µM; 98,000 tested, 0.15% active; AID 710;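 active = growth inhibition above about 50% at one test dose, limit read from the data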;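 note: growth measured after 20 h incubation at 37 °C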
F-actin modifier: alters cytoskeleton assembly in HUVEC cells | HUVEC TNFa F-actin phalloidin imaging, high content | inhibition, % at 2 µM | 91,000 tested, 0.18% active | AID 836;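 active = inhibition above the batch mean plus 3 SD and confirmed as a hit by visual image inspection, cut at about 30% in these data, passing the limit was not always enough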; note: strong numbers were not always called active
Plk1 PBD FP: blocks phosphopeptide binding to human Plk1 polo box domain. P53350. 97,000 tested, 0.13% active. Plk1 PBD phosphopeptide binding, fluorescence polarization. inhibition, %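 (tested at about 20 µM)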; in the data active = inhibition above about 34%, passing the limit was not always enough
VCAM1 TNFa inh: reduces TNF alpha induced VCAM1 expression in HUVEC. inhibition, % at 2 µM. AID 802. HUVEC TNFa-induced VCAM-1 immunofluorescence, high-content imaging. 95,000 tested, 0.48% active;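 active = inhibition above the batch mean plus 3 SD, with images confirmed as a hit by eye, cut at about 37% in these data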;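 note: 0% = TNF-stimulated DMSO wells and 100% = unstimulated control wells; not every result past the cut was called active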
sEH inhibitor: soluble epoxide hydrolase (human) inhibition. P34913. AID 707. recombinant human sEH enzymatic activity assay. 91,000 tested, 0.34% active. inhibition, % at 2 µM; in the data active = inhibition above about 80%; note: values of inactives mirror those of a sister screen read the other way; many of its hits are not listed in these tables
hDAT+cocaine: modulates human dopamine transporter uptake under cocaine; Q01959; LLC-PK1 hDAT cells, [14C]-dopamine uptake with cocaine IC80; actives deviate in either direction; B-score at 10 µM; 110,000 tested, 1.3% active; AID 449768;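 active = Z score or B-score, a plate-position-corrected score, falls beyond the plate's 99.7% confidence bounds, in either direction; inactive = both scores lie inside the 99.7% bounds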;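 note: scored against the spread of the other compound wells on the same plate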
An asterisk follows results filed as active; / = not tested or not shown.

Start of the data: the first 4 entries (preview)
SMILES | PLK1 inh | HUVEC tox TNFa | IL1B cytotox | Ecoli WT expand | F-actin modifier | Plk1 PBD FP | VCAM1 TNFa inh | sEH inhibitor | hDAT+cocaine
Cc1cc(C(=O)CC#N)c(C)n1-c1ccc(OC(F)F)cc1 | -5 | 17 | -17 | 4 | 6 | 1 | -2 | 11 | -0.46
O=C(Nc1nnc(-c2ccccc2)o1)C1CCCCC1 | -11 | -22 | 10 | -3 | 13 | 13 | 10 | 13 | 0.6
CCOC(=O)N1CCN(S(=O)(=O)c2ccc3c(c2)CCN3C(=O)CC)CC1 | -8 | 0 | 24 | 1 | -7 | 1 | 1 | -7 | 1.4
Cc1nn(C)c(C)c1N=Cc1c(O)ccc2ccccc12 | -4 | 0 | -20 | 3 | 34 | -21 | 5 | 7 | -0.9

The listing, repeating the preview:
SMILES | PLK1 inh | HUVEC tox TNFa | IL1B cytotox | Ecoli WT expand | F-actin modifier | Plk1 PBD FP | VCAM1 TNFa inh | sEH inhibitor | hDAT+cocaine
Cc1cc(C(=O)CC#N)c(C)n1-c1ccc(OC(F)F)cc1 | -5 | 17 | -17 | 4 | 6 | 1 | -2 | 11 | -0.46
O=C(Nc1nnc(-c2ccccc2)o1)C1CCCCC1 | -11 | -22 | 10 | -3 | 13 | 13 | 10 | 13 | 0.6
CCOC(=O)N1CCN(S(=O)(=O)c2ccc3c(c2)CCN3C(=O)CC)CC1 | -8 | 0 | 24 | 1 | -7 | 1 | 1 | -7 | 1.4
Cc1nn(C)c(C)c1N=Cc1c(O)ccc2ccccc12 | -4 | 0 | -20 | 3 | 34 | -21 | 5 | 7 | -0.9
COc1ccc(CCNC(=O)CSc2nnc(Cc3csc(N)n3)n2C)cc1OC | -11 | -4 | -18 | 0 | 17 | -19 | -12 | 8 | -0.002
CCOC(=O)c1sc(NC(=O)c2cc(S(=O)(=O)N3CCOCC3)ccc2C)nc1C | -7 | 3 | -34 | -4 | 8 | 2 | 17 | 7 | 1.5
COc1cc(OC)c(C2N(c3ccccn3)C(=O)C3CCCN32)cc1OC (stereo unspecified) | -9 | -20 | -19 | -3 | 3 | -4 | -18 | / | 0.48
CCc1ccccc1N1CCN(S(=O)(=O)c2ccc(F)c(C)c2)CC1 | -2 | 14 | -6 | -7 | 11 | -9 | 4 | -10 | 1.3
Cc1nc(N2CCN(Cc3ccc4c(c3)OCO4)CC2)nc2c1C(=O)CC(c1ccco1)C2 (stereo unspecified) | 2 | -22 | -34 | -12 | -2 | 6 | -4 | -2 | -0.076
CCCn1c(SCC(=O)Nc2c(CC)cccc2CC)nnc1C(C)C | -5 | -8 | -18 | -4 | 2 | 9 | -9 | 0 | -0.13
Cc1nc(N2C(=O)C(=O)/C(=C(/O)c3ccccc3)C2c2ccco2)sc1C (stereo unspecified) | -11 | -17 | -22 | -5 | 1 | 7 | 14 | 4 | 1.2
CCOC(=O)C1CCN(S(=O)(=O)c2ccc(-c3nc4ccccc4s3)s2)CC1 | -10 | -1 | 0 | -22 | 28 | 22 | -8 | -10 | 0.25
CC(=O)Nc1cccc(NC(=O)CSc2nnnn2Cc2ccccc2)c1 | -13 | 1 | -27 | 4 | 3 | -6 | -2 | -3 | 1.6
Cc1ccccc1CNC(=O)Nc1cccs1 | -2 | -62 | -66 | 10 | / | -20 | -3 | 50 | -0.076
CC(C)COc1ccc(/C(O)=C2/C(=O)C(=O)N(CCN(C)C)C2c2ccncc2)cc1 (stereo unspecified) | 2 | -1 | -1 | 2 | 41 | -33 | 14 | 0 | 0.66
COC(=O)C1CCN(C(=O)CSc2nnc(-c3ccncc3)o2)CC1 | -12 | -2 | -12 | -5 | 5 | 4 | -20 | 9 | -0.53
Cc1nc2ccc(NS(=O)(=O)c3ccc4c(c3)OCCO4)cc2s1 | -3 | 6 | 2 | -8 | -12 | -6 | 13 | -6 | -1.2
CCCn1c(CCc2ccccc2)nnc1SCC(=O)N1CCOCC1 | -11 | -58 | -5 | 4 | 6 | -18 | 6 | 2 | -0.27
CC1CCN(C(=S)NCCc2ccccc2)CC1 | -14 | -3 | 7 | 2 | -30 | 9 | 28 | 2 | 0.38
O=C(c1cccc2ccccc12)N1CCC(N2CCN(c3ccccc3)CC2)CC1 | 5 | -5 | -256 | 2 | -33 | -23 | -3 | 10 | 0.11
CN(C)c1cccc(C(=O)Nc2cccc(F)c2)c1 | -20 | 18 | 28 | 5 | -24 | -8 | 5 | 2 | -0.37
O=C(Nc1cccnc1)c1ccc(COCC(F)(F)F)cc1 | -5 | -16 | -22 | 9 | -14 | -21 | -10 | 2 | -2.1
CCOc1ccc(-n2cc(C(=O)N3CCCCCC3)c3cc(OC)c(OC)cc3c2=O)cc1 | -15 | -6 | -7 | -2 | 1 | 12 | -1 | 2 | 2.9*
O=S(=O)(c1ccccc1)n1ccc(-c2cnc(-c3ccccc3)s2)n1 | -9 | -31 | -46 | -5 | 6 | 12 | 8 | -4 | -0.43
O=C(CC(c1ccccc1)c1ccccc1)Nc1ncn[nH]1 | -3 | -9 | 5 | 7 | 14 | -12 | 16 | 1 | -0.0033
COc1ccc(-c2nnn(CC(=O)OC3CCCCC3)n2)cc1OC | -7 | -8 | 1 | -5 | 10 | -32 | -59 | 13 | 0.36
Cc1sc2ncnc(SCC(=O)NC3CC3)c2c1C | -16 | -11 | 22 | -4 | 11 | -22 | -22 | 0 | 0.37
CCc1ccc2nc(NC(=O)CCCc3cccs3)sc2c1 | -8 | -21 | -12 | -2 | -7 | 15 | -3 | 10 | /
CC(=O)N1CCN(c2ccc(NC(=O)COc3ccc(Cl)cc3Cl)cc2)CC1 | -5 | -10 | -21 | -14 | -31 | 4 | 0 | 90* | 0.51
Cc1cccn2cc(CSc3ccccc3N)nc12 | 0 | -25 | 16 | 17 | -3 | -24 | 4 | -1 | 1.3
CCc1n[nH]c(=S)n1/N=C/c1ccc2c(c1)OCO2 | 10 | -19 | -16 | -2 | -8 | -10 | 8 | 6 | 0.54
Cc1cc(C)cc(Oc2cc(NC(=O)c3cn(C)nc3C)cc([N+](=O)[O-])c2)c1 | -7 | 9 | 15 | -10 | -26 | -11 | 8 | 20 | -0.47
Cc1cccc(CSC2=NCCN2C(=O)c2ccc(Br)o2)c1 | -3 | -8 | 7 | -9 | -14 | -7 | 9 | -9 | 0.22
CCN1CCN(S(=O)(=O)c2ccc(S(=O)(=O)NCC3CCCO3)cc2)CC1 (stereo unspecified) | -7 | -30 | -18 | 6 | -19 | -17 | -8 | / | -0.5
Cc1cc(C)nc(NS(=O)(=O)c2ccc(NC(=S)NC(=O)C(C)C)cc2)n1 | -13 | -7 | 62 | / | 4 | -8 | 15 | -8 | 0.66
CCN1C(=O)/C(=C\N(C(C)=O)c2ccccc2)OC1=S | -11 | 9 | -16 | / | -1 | -4 | 14 | -14 | 0.37
Cc1ccc(C(=O)Nc2cc3c(cc2Cl)OCCCO3)cc1 | -6 | -3 | / | -3 | -16 | 1 | 2 | 12 | 0.17
CC(CCc1ccccc1)NC(=O)c1cncc(Br)c1 (stereo unspecified) | -11 | 0 | 2 | -3 | -12 | 0 | 4 | 4 | -0.42
CCC(=O)c1cc2c(cc1NC(=O)c1cccs1)OCCO2 | -11 | 10 | 29 | -2 | -22 | -4 | 59 | 4 | -0.1
COc1ccc(OC)c(NC2c3ccccc3C(=O)N2c2cccnc2)c1 (stereo unspecified) | -1 | 44 | 6 | -3 | -11 | 3 | 23 | -2 | 0.81
Cc1ccc(S(=O)(=O)Nc2cc(C(=O)NCCN(C)C)ccc2N2CCCCC2)cc1 | 1 | -26 | -9 | -4 | -10 | -13 | 19 | / | -0.55
O=C(CS(=O)(=O)Cc1ccccc1)Nc1ccc(S(=O)(=O)N2CCCCCC2)cc1 | -12 | -23 | 31 | -5 | -11 | -18 | -30 | 24 | 1.3
COc1ccc(/C=N/OCC(=O)N2CC3(C)CC2CC(C)(C)C3)cc1OC (stereo unspecified) | -8 | -21 | -33 | -9 | -11 | -24 | 10 | 8 | 2.8*
COC(=O)c1cc(OC)c(OC)cc1NC(=O)c1cccnc1 | -5 | -17 | -12 | 2 | -6 | -1 | -7 | -5 | -0.12
O=C(CN1C(=O)c2ccccc2S1(=O)=O)NCCSc1ccccc1 | -1 | -34 | -2 | 2 | -17 | -8 | 13 | 17 | -1.4
O=S(=O)(Nc1ccc(S(=O)(=O)Nc2nccs2)cc1)c1ccc2c(c1)OCCO2 | -13 | -10 | 3 | 16 | 7 | 9 | -12 | -8 | -0.24
CCOC(=O)c1c(CN2CCN(C)CC2)oc2ccc(OC)cc12 | -9 | -21 | 16 | 4 | 0 | -20 | 8 | 0 | 0.46
COC(=O)COc1cccc(NC(=O)c2ccc(C)cc2)c1 | -8 | 2 | -1 | 9 | -24 | 18 | 8 | 6 | 0.03
O=C1C2C3C=CC(C3)C2C(=O)N1c1ccc2ccccc2n1 (stereo unspecified) | -14 | / | -30 | / | -5 | 3 | -16 | 3 | 0.93
Cc1cc(C)nc(SCc2nnc(SCC(=O)Nc3nc(-c4ccccc4)cs3)n2C)n1 | -13 | / | -50 | / | / | 17 | / | 13 | -0.52
CCOC(=O)CSC1=Nc2ccccc2C2=NC(CC(=O)NCc3ccccc3)C(=O)N12 (stereo unspecified) | -14 | 6 | -25 | 12 | 27 | 8 | -8 | 4 | -0.24
COc1cc(/C=N/O)cc(Br)c1OS(=O)(=O)c1ccc(C)cc1 | -9 | -20 | -9 | 2 | -1 | 1 | 5 | -12 | 1.6
COc1ccc(-c2nn(-c3ccccc3)cc2C(=O)n2nnc3ccccc32)cc1 | -24 | -32 | -6 | 1 | -3 | -15 | -11 | -6 | 0.17
COC(CNC(=O)Cn1ncc2ccsc2c1=O)OC | -7 | 4 | 20 | -9 | -10 | -32 | 10 | -8 | -0.53
CCN1C(=O)CC(C(=O)Nc2ccc(F)cc2)SC1=Nc1cccc(OC)c1 (stereo unspecified) | -11 | 8 | -18 | 3 | -34 | 17 | 4 | -15 | /
Cc1ccc2c(c1)c(C)c(C)n2CC(O)Cn1nnc2ccccc21 (stereo unspecified) | 3 | -22 | 8 | -1 | -1 | -32 | -11 | 3 | -2.1
COc1ccccc1OC(=O)c1ccc2nsnc2c1 | 7 | -11 | -5 | -5 | 19 | -9 | 16 | 2 | 0.074
CN1C2C=C3C(C#N)=C(N)C(C#N)(C#N)[C@@H](c4cccc(F)c4)[C@@H]3C1CC2 (stereo partly specified) | 10 | -6 | 17 | 1 | 22 | 6 | -8 | -8 | -0.82
COc1cccc(/C=N/n2c(C)nc3ccccc3c2=O)c1O | -6 | 2 | -15 | -3 | 0 | -18 | -2 | / | 0.35
CCOC(=O)c1[nH]c(C)c(C(=O)N(C)Cc2ccccc2)c1C | 0 | -5 | -37 | 2 | 9 | 10 | 12 | / | 1.3
Going on with the list.
SMILES | PLK1 inh | HUVEC tox TNFa | IL1B cytotox | Ecoli WT expand | F-actin modifier | Plk1 PBD FP | VCAM1 TNFa inh | sEH inhibitor | hDAT+cocaine
Fc1ccccc1N1CCN(CCCNc2ccc3nncn3n2)CC1 | -8 | -25 | -8 | 10 | 16 | -1 | -3 | / | -0.66
O=C(CN(Cc1cccs1)C(=O)CNC(=O)c1ccco1)NC1CCCCC1 | -8 | -14 | -7 | 2 | -9 | 9 | -3 | -12 | -0.5
Cc1cc(Br)ccc1NC(=O)CN1C(=O)C2C3CC(c4ccccc4)C(C3)C2C1=O (stereo unspecified) | -4 | -25 | -71 | -10 | 0 | -18 | 15 | 10 | /
CCC(=O)N1CCc2cc(S(=O)(=O)N3CCN(C(=O)c4ccco4)CC3)ccc21 | 1 | -11 | -47 | 1 | -17 | 3 | 5 | 7 | -0.081
COCCn1c(=O)[nH]c2cc(C(=O)NCCN3CCN(c4ccccc4F)CC3)ccc2c1=O | -11 | -3 | -33 | 2 | 11 | -44 | -13 | / | 0.42
Cc1nc2ncccn2c1-c1csc(NCc2ccco2)n1 | -11 | 13 | 7 | 10 | -13 | 20 | 3 | 23 | 0.2
Cc1ccc(Nc2nc(-c3c(C)nc4ncccn34)cs2)cc1 | -6 | 40 | 36 | 5 | -32 | 26 | 12 | 8 | -0.45

Compound activity as filed in PubChem BioAssay.
